EBNA-1 inh: blocks EBNA-1 binding to DNA; EBNA-1 DNA binding, fluorescence polarization; 300,000 compounds, 0.34% hits; inhibition, % at 14.8 µM; AID 1950; in the data active = inhibition above about 28%
Fam108B counter: counter-screen for RBBP9 inhibitors: inhibitors of mouse Fam108B. inhibition, % at 9.51 µM. recombinant Fam108B, FP-Rh probe fluorescence polarization. AID 1947. 300,000 compounds, 0.33% hits;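 active = inhibition above the screen mean inhibition plus 3 SD, computed separately per campaign, cut at about 18% in these data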;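 note: inhibitors lower polarization as less probe binds the enzyme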
Efflux pump mplx: antifungal efflux pump inhibition, Nile Red retention; S. cerevisiae Candida pump triplex; inhibition, % at 10 µM; 330,000 compounds, 0.44% hits; AID 485275;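 active = plate passing quality check with inhibition over a set limit, or well fluorescence over plate mean plus 4 SD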;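 note: Nile Red retained in pooled yeast measured as flow cytometry median fluorescence; 0% = buffer negative control and 100% = Enniatin B positive control; higher means more Nile Red kept so more efflux inhibition; some compounds called inactive have numbers as strong as hits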
BCLXL inh: inhibitors of human Bcl-xL. Q07817. inhibition, % at 10.9 µM. 320,000 compounds, 0.7% hits. GST-Bcl-xL / FITC-Bim BH3 peptide fluorescence polarization;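 active = inhibition above the mean of all tested compounds plus 3 SD, cutoff set per campaign, cut at about 30% in these data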;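 note: 0% = DMSO wells and 100% = unlabeled Bim-BH3 peptide competitor; inhibitors lower millipolarization by displacing the labeled peptide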
Target sequence (Q07817 whole entry, looked up): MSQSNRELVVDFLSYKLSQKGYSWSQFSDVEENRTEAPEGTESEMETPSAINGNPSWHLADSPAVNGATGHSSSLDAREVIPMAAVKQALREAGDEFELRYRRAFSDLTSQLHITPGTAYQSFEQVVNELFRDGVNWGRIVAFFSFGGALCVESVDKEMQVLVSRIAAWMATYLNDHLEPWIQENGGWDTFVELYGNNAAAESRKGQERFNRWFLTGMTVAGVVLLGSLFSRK
CR mimetic SO: caloric restriction mimetics inhibiting age-related superoxide in yeast; S. cerevisiae aged cells, superoxide DHE fluorescence; active compounds read low; superoxide response (% of plate mean), % at 10 µM; 330,000 compounds, 0.18% hits;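 active = superoxide response under a set limit, about three screen SD below normal, cut at about 65% in these data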;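 note: yeast aged for seven days with compound at 30 °C before DHE staining; 100% = average MFI of all compound-treated wells on the plate with controls excluded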
MEX-5 binding: C. elegans MEX-5 TCR-2 RNA binding activity; Q9XUB2; MEX-5/FITC-TCR2 RNA binding, fluorescence polarization; active compounds read low; activity score (negative = inhibition of binding), % at 10 µM; 300,000 compounds, 0.38% hits; AID 1832;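 active = inhibition past about -25% in most replicates, and total fluorescence under double the plate's negative control median, limit read from the data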;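 note: 0% = DMSO and -100% = 5 µM competing unlabeled TCR2 RNA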
ZTA DNA inh: blocks Epstein-Barr virus ZTA, an EBNA-1 counter-screen | P03206 | ZTA-DNA binding, fluorescence polarization | inhibition, % at 11 µM | 320,000 compounds, 0.15% hits | AID 2234; in the data active = inhibition above about 33%
GLD-1 RNA inh: GLD-1-TGE RNA interaction inhibition (C. elegans); 320,000 compounds, 0.44% hits; AID 2280; purified GLD-1 + fluorescein TGE RNA, fluorescence polarization; inhibition, % at 5.96 µM;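 active = percent inhibition above a per-plate cutoff, the plate mean of test compounds plus 3 SD, cut at about 30% in these data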;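 note: 0% = DMSO wells with GLD-1 and probe and 100% = wells lacking GLD-1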
Target sequence (Q17339 whole entry, looked up): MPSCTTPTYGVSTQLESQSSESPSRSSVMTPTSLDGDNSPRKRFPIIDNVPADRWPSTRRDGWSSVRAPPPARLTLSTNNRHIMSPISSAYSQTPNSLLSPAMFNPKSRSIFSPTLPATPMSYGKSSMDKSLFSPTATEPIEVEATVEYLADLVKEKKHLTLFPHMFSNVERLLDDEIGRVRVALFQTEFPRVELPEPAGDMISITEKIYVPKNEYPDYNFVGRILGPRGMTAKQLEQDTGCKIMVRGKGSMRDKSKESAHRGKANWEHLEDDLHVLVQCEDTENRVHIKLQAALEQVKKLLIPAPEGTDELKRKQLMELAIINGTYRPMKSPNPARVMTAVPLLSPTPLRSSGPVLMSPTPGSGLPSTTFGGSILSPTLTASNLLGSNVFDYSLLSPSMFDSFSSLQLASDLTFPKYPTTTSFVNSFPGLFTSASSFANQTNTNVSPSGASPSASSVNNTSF
MCL1-BIM inh: inhibitors of human MCL1 binding to BIM-BH3 peptide; Q07820; GST-MCL1 / FITC-Bim-BH3 fluorescence polarization; inhibition, % at 10.9 µM; 320,000 compounds, 0.68% hits; AID 2057;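 active = inhibition above the mean inhibition of all tested compounds plus 3 SD, set per campaign, cut at about 40% in these data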;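 note: 0% = DMSO wells and 100% = unlabeled Bim-BH3 peptide control; higher means more loss of mP so more displacement of Bim peptide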
Target sequence (Q07820 whole entry, looked up): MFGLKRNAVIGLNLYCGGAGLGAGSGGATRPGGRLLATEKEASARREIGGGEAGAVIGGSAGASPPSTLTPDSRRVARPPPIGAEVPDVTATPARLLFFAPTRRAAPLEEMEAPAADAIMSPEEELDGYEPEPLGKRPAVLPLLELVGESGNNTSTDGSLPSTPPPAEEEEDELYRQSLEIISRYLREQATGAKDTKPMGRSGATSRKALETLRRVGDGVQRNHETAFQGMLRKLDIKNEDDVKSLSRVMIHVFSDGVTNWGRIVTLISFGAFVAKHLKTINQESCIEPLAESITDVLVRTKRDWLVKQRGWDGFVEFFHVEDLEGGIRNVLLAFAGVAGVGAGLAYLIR
Starred values were filed as active, the others as inactive; . = no result given. Compounds were not picked by outcome. About 2.3% of those tested had a hit in this group.

SMILES	EBNA-1 inh	Fam108B counter	Efflux pump mplx	BCLXL inh	CR mimetic SO	MEX-5 binding	ZTA DNA inh	GLD-1 RNA inh	MCL1-BIM inh
COCCNC(=S)N/N=C(\C)c1ccc(OC)cc1	-8.8	2.7	0.0	-0.3	105.7	1.8	-15.6	6.1	3.3
CN(C)c1ccc(C2OC(=O)C(C)(C)C(=O)C2(C)C)cc1 (stereo not drawn)	3.1	4.2	0.2	5.9	108.5	1.5	0.8	6.5	3.9
CC(=O)Nc1ccc(S(=O)(=O)NNC(=S)NCC2CCCO2)cc1 (stereo not drawn)	0.8	2.9	-0.2	2.1	90.0	-1.1	-2.2	2.5	14.3
O=C1CSC(c2ccc([N+](=O)[O-])cc2)N1c1ccccc1 (stereo not drawn)	-9.0	1.0	0.1	4.5	100.9	1.2	3.0	-5.9	2.7
CC(C)OC(=O)CC1C(=O)NCCN1C(=S)NC(=O)c1ccccc1 (stereo not drawn)	5.8	-4.4	0.0	-1.9	90.9	-4.0	2.8	7.4	7.0
O=C(NCC1CCCO1)C(=O)N/N=C/c1ccc(OCc2ccccc2Cl)cc1 (stereo not drawn)	1.0	-1.6	0.7	-0.4	86.7	0.4	-2.9	2.2	3.5
O=C1CCCCN1CCC(=O)N1CCCC(Nc2ccc(F)c(F)c2)C1 (stereo not drawn)	-10.4	-1.6	0.2	-2.0	105.7	-0.8	8.2	-5.9	6.7
O=C(NCCCN1CCN(c2ccccc2F)CC1)C1CCN(S(=O)(=O)c2cccs2)CC1	7.5	0.2	0.1	-1.4	116.3	0.1	6.6	-4.7	4.8
CSCCC(NC(=O)C12CC3CC(CC(C3)C1)C2)C(=O)OCC(=O)c1ccc(Cl)cc1 (stereo not drawn)	0.3	1.8	-0.4	1.1	98.0	-0.8	-3.0	7.8	-2.7
N#Cc1c(C(F)(F)F)cc(-c2ccccc2)nc1SCCN1CCOCC1	5.3	-0.3	0.0	3.1	90.7	-0.3	5.0	-7.7	-1.6
Cc1ccc(NC(=O)c2sc(Cl)nc2-c2ccccc2)cc1C	3.6	-3.0	0.0	3.6	92.3	0.1	-4.3	3.0	1.4
CC(C)c1cc(Br)ccc1OCCN1C(=O)NC(C)(C)C1=O	-7.2	-1.0	-0.1	4.1	100.5	1.0	11.7	11.4	6.3
COc1cccc(C(=O)NCCS(=O)(=O)NC2CCCC2)c1	7.3	6.4	0.4	1.6	97.9	-1.0	1.7	-2.9	4.9
Cc1ccc2nc(NC(=O)CN(C)S(=O)(=O)c3ccc(Br)s3)sc2c1	-2.4	-10.9	0.0	2.1	109.3	1.4	0.7	12.0	-0.7
COc1ccc(NC(=O)COC(=O)c2ccco2)c([N+](=O)[O-])c1	-0.4	0.4	0.1	4.1	107.3	1.1	-10.8	-6.7	-4.9
Cc1nn(-c2ccccc2)c2sc(C(=O)NCCN3CCOCC3)cc12	4.5	-0.7	-0.2	11.7	96.6	2.9	-6.7	-1.8	0.8
CC1N(C)c2cc(NC(=O)c3ccco3)c(P(=O)(Nc3ccc([N+](=O)[O-])cc3)N3CCOCC3)cc2C1(C)C (stereo not drawn)	-5.2	-9.1	0.0	4.9	85.6	0.1	-1.8	6.9	-0.4
O=C(NNC(=O)c1cc2cc(Br)ccc2oc1=O)c1ccc(O)cc1	8.2	6.6	0.1	6.2	95.4	-4.9	-9.5	3.3	4.0
O=C(COC(=O)/C=C/c1cccc(Br)c1)NC1CCCCC1	.	.	-0.2	5.7	90.8	.	-16.0	-2.8	7.3
CC(=O)NC(CC(=O)Nc1ccc2c(c1)OCCO2)c1ccccc1 (stereo not drawn)	6.8	1.0	-0.4	-12.3	100.1	0.5	9.2	2.4	-16.2
CCSc1ccccc1C(=O)NCc1ccc2c(c1)OCO2	-8.9	-3.4	-0.1	8.9	107.4	-0.9	1.1	-6.2	12.3
Cc1ccc(NC(=O)CN2C(=O)NC(Cc3ccccc3)C2=O)c(Br)c1 (stereo not drawn)	-0.8	-0.9	-0.1	-1.1	82.0	0.5	-6.7	5.6	-7.4
COc1ccccc1NC(=O)c1nn(C)c(C(=O)Nc2ccccc2OC)c1[N+](=O)[O-]	6.3	2.4	-0.3	1.6	105.1	-2.4	18.7	5.0	2.2
O=C(NCCCc1ccccc1)c1ccc(-n2cncn2)c([N+](=O)[O-])c1	2.1	-2.6	-0.2	1.9	107.5	0.6	-6.3	8.3	3.1
Cc1ccc2nc(-c3ccccc3N)[nH]c2c1	-15.4	1.6	0.6	1.0	92.7	1.9	5.0	-7.2	-1.1
CCC(=O)NC(C)c1cc(Cl)c2ccccc2c1O (stereo not drawn)	.	.	0.1	3.4	110.3	.	-12.3	3.8	-5.9
CNC(=O)CN(c1ccc(C(C)C)cc1)S(C)(=O)=O	-6.4	-1.6	0.2	4.9	121.7	-1.9	-7.2	-1.3	3.1
CCn1c(=O)c(C)nn2c3ccccc3nc12	-0.4	-1.7	0.1	-0.7	102.5	-0.2	-20.4	-2.2	-2.9
O=C(N/N=C/c1c[nH]c2ccccc12)c1ccc(Br)cc1	-5.0	-1.2	0.1	2.3	100.6	-2.5	6.4	-4.4	-6.1
CSc1ncccc1C(=O)OCC(=O)c1cc2ccccc2o1	-10.1	0.3	0.2	-6.1	100.8	0.3	-5.8	-7.6	-8.3
COc1ccc2nc(SCC(=O)NC(C)(C)C)[nH]c2c1	2.9	-1.8	0.0	-0.5	90.7	1.6	2.9	3.0	-0.4
C=CCN1C(=Nc2cccnc2)SCC1(O)c1ccc(C)cc1 (stereo not drawn)	-9.9	1.6	0.3	-0.7	103.1	3.1	14.0	-3.8	8.7
Cc1cc(NC(=O)COC(=O)c2c(C)noc2C)ccc1Br	-2.7	-3.9	0.0	0.7	105.4	0.8	-1.2	3.0	0.5
O=C(CCCn1cnc([N+](=O)[O-])n1)Nc1cccc(O)c1	-7.5	7.1	-0.2	9.2	100.5	-1.9	-9.4	16.9	7.9
CCCS(=O)(=O)N1CCN(CC2CC3C=CC2C3)CC1 (stereo not drawn)	-5.2	4.1	-0.3	10.3	123.9	-1.4	3.7	-8.5	4.0
Cc1ccc(C2C(C#N)=C3N=C(N)c4ccccc4N3C3=C2C(=O)CCC3)cc1 (stereo not drawn)	9.4	3.0	0.0	1.1	99.8	-2.8	6.4	4.5	4.5
O=C(Nc1ccc(N2CCCC2)c(Cl)c1)c1ccco1	-0.9	4.4	0.0	-3.1	93.4	1.2	-9.2	-4.8	-1.7
CCCC(=O)Nc1nc2c(s1)COc1ccccc1-2	-2.0	6.0	0.0	3.6	109.9	-3.5	-7.9	-6.3	4.9
O=C(CN1CCC(NC(=O)c2ccccc2F)CC1)Nc1ccc2c(c1)OCCO2	8.7	1.4	-0.1	-0.6	90.5	3.0	12.5	-3.2	1.0
CC1CCCN(C(=O)Cn2c(=O)oc3cc(S(=O)(=O)N4CCCCC4)ccc32)C1 (stereo not drawn)	1.1	-1.0	0.4	-3.7	105.2	.	7.8	3.5	3.7
COc1cccc(N2CCN(C(=O)CCC(=O)N3CCOc4ccc(C)cc43)CC2)c1	2.6	0.0	-0.2	1.2	107.7	-2.4	-11.0	3.8	-4.7
CCOC(=O)c1csc(NC(=O)CSc2nnnn2-c2ccc(OC)cc2)n1	1.8	-4.9	0.0	1.5	86.7	1.9	-13.5	1.9	-4.0
CC(c1ccccc1F)n1cc(C(=O)NCCc2ccco2)nn1 (stereo not drawn)	-0.1	1.5	0.0	2.3	93.3	-1.1	9.3	7.5	-0.8
CCCCc1ccc(NC(=O)CSc2nc3ncccc3[nH]2)cc1	-1.2	-3.4	-0.1	1.3	121.6	1.0	10.9	-8.7	-1.8
Cc1ccc(C(C)n2cc(C(=O)NCc3ccccn3)nn2)cc1 (stereo not drawn)	2.1	-2.5	0.1	1.0	103.9	-5.7	-17.1	7.2	0.3
Nc1cc(=O)[nH]c(SCC(=O)Nc2cc(S(=O)(=O)N3CCCCC3)ccc2Cl)n1	.	.	0.2	1.6	100.0	.	-8.8	1.5	-5.8
COc1ccc(C(=O)c2ccc(N(C)C)cc2)c(OC)c1	1.4	0.2	0.1	0.2	109.2	-0.1	10.9	0.9	-1.9
CC1=Nn2c(nnc2-c2ccco2)SC1	11.0	0.4	-0.2	1.9	100.3	-0.6	6.9	6.5	-6.4
CC12CCC(C(=O)Nc3ccncc3)(CC1O)C2(C)C (stereo not drawn)	-4.6	0.2	-0.1	-1.2	95.3	-1.9	5.2	5.7	6.4
O=C(OCC(=O)N1CCOCC1)c1ccc2ccccc2c1	.	.	0.0	4.9	96.4	.	18.2	6.0	-1.1
O=C(CNS(=O)(=O)c1ccc(Br)cc1)NCc1cccnc1	-5.0	3.9	0.1	0.1	97.8	1.4	-7.9	-1.4	1.1
O=C(COc1ccc(-c2nnco2)cc1)N1CCN(S(=O)(=O)c2ccc3ccccc3c2)CC1	20.0	-3.7	0.1	0.3	108.6	-3.4	-4.5	1.1	1.2
COc1nc(C)ccc1-c1noc(-c2ccco2)n1	4.1	-2.7	0.1	1.1	96.1	0.1	0.4	3.2	1.0
CCCOc1cccc(C(=O)Nc2ccc3c(c2)OCCO3)c1	2.4	1.5	0.0	2.7	100.7	-1.1	-2.1	-4.4	2.6
Cc1cccn2c(=O)c(C=Nc3ccccc3)c(NCc3ccco3)nc12	-5.4	-0.2	-0.1	10.5	99.3	0.5	9.4	7.0	10.1
CC(C)COC(=O)c1cc(=O)[nH]c2ccccc12	7.4	-0.4	-0.2	3.1	116.0	-0.1	-2.4	-13.0	-0.9
O=C(CCc1nc2ccccc2c(=O)[nH]1)Nc1nnc(SCc2ccccc2F)s1	.	.	0.6	10.0	125.8	.	-3.2	2.5	10.7
CC(=O)Nc1ccc(S(=O)(=O)N2CCSC2C(=O)O)cc1 (stereo not drawn)	10.5	-5.6	0.0	6.2	112.9	1.3	-8.9	-8.7	6.0
CCC(=O)N(C1=C(NC(C)C)C(=O)c2ccccc2C1=O)C(C)C	-4.1	-1.3	0.1	4.2	140.5	-1.0	-0.7	2.7	0.3
O=C(NCCS(=O)(=O)N1CCCCCC1)c1ccc(F)cc1	7.0	-0.5	0.0	1.6	97.6	2.0	6.5	1.4	0.4
(listing goes on)
SMILES	EBNA-1 inh	Fam108B counter	Efflux pump mplx	BCLXL inh	CR mimetic SO	MEX-5 binding	ZTA DNA inh	GLD-1 RNA inh	MCL1-BIM inh
Cc1ccc(C(=O)NNC(=O)c2ccc(Br)s2)cc1S(=O)(=O)N1CCOCC1	.	.	-0.2	7.6	89.6	.	8.5	-1.9	-0.7
CCC1Sc2ccc(S(=O)(=O)CCC(=O)N3CCc4ccccc43)cc2NC1=O (stereo not drawn)	1.1	-2.0	0.2	2.3	102.6	-1.0	3.3	-3.2	-3.1
C=CCN1C(=O)S/C(=C/c2ccsc2)C1=O	4.9	1.1	0.0	6.0	100.0	2.3	7.3	6.6	3.4
CC1CCCN(C(=O)Cn2c3ccccc3c3nc4n(c(=O)c32)CCS4)C1 (stereo not drawn)	7.0	-1.7	0.0	7.4	95.1	2.1	-1.6	1.5	-0.8

A run of entries of the results above:
SMILES	EBNA-1 inh	Fam108B counter	Efflux pump mplx	BCLXL inh	CR mimetic SO	MEX-5 binding	ZTA DNA inh	GLD-1 RNA inh	MCL1-BIM inh
COCCNC(=S)N/N=C(\C)c1ccc(OC)cc1	-8.8	2.7	0.0	-0.3	105.7	1.8	-15.6	6.1	3.3
CN(C)c1ccc(C2OC(=O)C(C)(C)C(=O)C2(C)C)cc1 (stereo not drawn)	3.1	4.2	0.2	5.9	108.5	1.5	0.8	6.5	3.9
CC(=O)Nc1ccc(S(=O)(=O)NNC(=S)NCC2CCCO2)cc1 (stereo not drawn)	0.8	2.9	-0.2	2.1	90.0	-1.1	-2.2	2.5	14.3

High-throughput results from PubChem.
